Platelet DG rel – inhibitors of platelet dense granule secretion, primary screen, cell-based, MLPCN, human platelets. human platelet-rich plasma, SFLLRN dense granule ATP release, luminescence. inhibition, %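 (compounds screened at 7.5 µM in platelet-rich plasma)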. 300,000 compounds, 0.22% hits. AID 1663, 2009;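 active means mean replicate score, as percent of positive control, at or above 50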
IEC-6 cytotox – cytotoxicity in IEC-6 intestinal epithelial cells, primary screen, cytotoxicity control for KLF5 inhibitor project, cell-based, luminescence. IEC-6 cytotoxicity, luminescence viability. inhibition, % at 5 µM. 290,000 compounds, 0.78% hits; in the data active means inhibition above about 22%;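 further: 0% = plate median of test compound wells and 100% = cytotoxic reference compound wells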
aSyn 5UTR inh – MLPCN primary screen, SNCA 5' untranslated region. AID 1813, 2009. inhibition, % (tested at 7.5 µM). 300,000 compounds, 0.82% hits. alpha-synuclein 5'UTR reporter, inhibitor activity; in the data active means inhibition above about 60%;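 further: H4 neuroglioblastoma cells stably carrying SNCA 5'UTR luciferase fusion; 0% = DMSO wells and 100% = positive control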
DYRK1A inh – rat Dyrk1A kinase inhibitors, primary screen, biochemical, single point, plate reader | inhibition, % at 12.5 µM | 310,000 compounds, 0.43% hits | ADP-Glo luminescence, NFATc1 peptide | Dual specificity tyrosine-phosphorylation-regulated kinase 1A (Rattus norvegicus), Q63470; in the data active means inhibition above about 50%;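 further: plate controls were vehicle with enzyme for no effect and no enzyme for full effect; many of its hits are not listed in these tables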
HSF1 inh – HSF1 inhibitors in luciferase reporter cells, primary screen, cell-based, NIH3T3, luminescence. activity change, negative = inhibition, % at 7.5 µM (by protocol). AID 2098, 2009. NIH3T3-HGL HSE-luciferase, MG132-induced, luminescence 8 h; stronger effect = lower value. 300,000 compounds, 0.77% hits;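 active means more than half of replicate wells show activity change below -50%, luminescence cut by over half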;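 further: luciferase reports HSF-1 transcriptional activity via heat shock element; 0% = median of DMSO wells and -100% = zero luminescence signal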
GSK3B inh – human GSK3beta kinase inhibitors, primary screen, biochemical, cell-free homogeneous, HTS. Glycogen synthase kinase-3 beta (Homo sapiens), P49841. GST-GSK3beta kinase, ADP-Glo luminescence, 60 min; stronger effect = lower value. activity score (negative = inhibition), % at 10 µM. 300,000 compounds, 0.038% hits. AID 2097, 2009;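 active means more than half of replicate wells score below -50%, meaning over 50% inhibition versus plate controls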;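 further: 0% = median DMSO wells and -100% = median GW8510 positive control wells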
Target sequence (P49841 whole entry, looked up): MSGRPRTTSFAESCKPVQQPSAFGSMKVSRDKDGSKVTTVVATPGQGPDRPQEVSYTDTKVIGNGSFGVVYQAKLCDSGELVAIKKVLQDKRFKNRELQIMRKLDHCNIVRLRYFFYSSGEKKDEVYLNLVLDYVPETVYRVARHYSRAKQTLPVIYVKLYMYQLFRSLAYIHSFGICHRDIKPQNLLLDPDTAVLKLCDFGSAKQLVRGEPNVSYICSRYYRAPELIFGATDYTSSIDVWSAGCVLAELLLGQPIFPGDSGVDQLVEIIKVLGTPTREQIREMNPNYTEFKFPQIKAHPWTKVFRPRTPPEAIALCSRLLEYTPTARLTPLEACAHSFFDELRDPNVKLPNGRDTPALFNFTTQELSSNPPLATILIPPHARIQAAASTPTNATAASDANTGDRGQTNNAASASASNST
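Test system: GST-tagged human GSK3beta kinase, cell-free; evaluation: activity score scaled between in-plate DMSO and GW8510 controls; measured by: ADP-Glo luminescence; incubation: 60 min reaction, RT; benchmarks: DMSO and 20 µM GW8510; reagent: peptide substrate plus 25 µM ATP (final); medium: Tris/MgCl2 kinase buffer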
HSP90 inh – HSP90 inhibitors, primary screen, cell lysate, luminescence | Heat shock protein HSP 90 (rabbit reticulocyte lysate; luciferase refolding) | Rabbit reticulocyte lysate, luciferase refolding luminescence, 3 h | inhibition, % at 5.6 µM | 290,000 compounds, 0.91% hits;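 active means inhibition above the screen-wide mean plus 3 SD, computed separately per campaign, cut at about 16% in these data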;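 further: 0% = DMSO wells and 100% = 60 µM geldanamycin wells; inhibitors lower the luminescence because luciferase stays unfolded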
GSK3A inh – blockers of GSK3A enzyme activity – biochemical, luminescence, cell-free homogeneous, HTS, primary screen; GSK-3 alpha kinase, ADP-Glo luminescence, 60 min; inhibition, % at 10 µM; 320,000 compounds, 0.1% hits; AID 2650, 2010;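 in the data active means inhibition above about 50%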;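 further: GST-tagged GSK-3 alpha with peptide substrate and 25 µM ATP; 0% = DMSO neutral wells and 100% = GW8510 positive control wells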
Target sequence (P49840 whole entry, looked up): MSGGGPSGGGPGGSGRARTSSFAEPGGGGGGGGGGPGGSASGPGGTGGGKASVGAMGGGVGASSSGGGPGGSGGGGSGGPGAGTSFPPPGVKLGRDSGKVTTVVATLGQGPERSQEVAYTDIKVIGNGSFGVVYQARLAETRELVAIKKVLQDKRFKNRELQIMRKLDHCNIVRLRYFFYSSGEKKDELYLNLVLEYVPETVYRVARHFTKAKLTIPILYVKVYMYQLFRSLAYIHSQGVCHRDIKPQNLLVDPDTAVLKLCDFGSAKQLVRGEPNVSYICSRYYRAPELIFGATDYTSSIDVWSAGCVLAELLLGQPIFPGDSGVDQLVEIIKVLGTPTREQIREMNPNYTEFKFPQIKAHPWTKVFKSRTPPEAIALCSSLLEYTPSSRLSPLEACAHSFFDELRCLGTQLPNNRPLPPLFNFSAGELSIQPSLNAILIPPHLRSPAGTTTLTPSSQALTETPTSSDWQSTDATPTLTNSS
HSF1 activator – HSF-1 activators, primary screen, NIH3T3-HGL cells, MG132 stress, luminescence, single point; 300,000 compounds, 1.7% hits; NIH3T3-HGL HSF-1 luciferase reporter, 8 h; 100% = twice DMSO control signal; AID 504408, 2011; activation, % at 9 µM;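 active means mean replicate activation of at least 50% with a set share of replicates each reaching 50%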;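 further: 0% = median of the neutral control wells and 100% = twice that signal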
KLF5 inh – KLF5 expression inhibitors, primary screen, DLD-1 cells, luminescence; 290,000 compounds, 0.23% hits; AID 1700, 2009; DLD-1 KLF5 promoter-luciferase reporter; inhibition, % at 5 µM;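 active means inhibition above a per-plate limit of that plate's mean compound inhibition plus 3 SD, cut at about 60% in these data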;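 further: 0% = DMSO wells and 100% = LY294002 at 200 µM; higher means less KLF5 promoter-driven luciferase light; inactives centre near -14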
* marks the source's active call; other numbers are inactive results; . = no result given. This is a subset; rates above refer to the full screens.

SMILES	Platelet DG rel	IEC-6 cytotox	aSyn 5UTR inh	DYRK1A inh	HSF1 inh	GSK3B inh	HSP90 inh	GSK3A inh	HSF1 activator	KLF5 inh
CC(C)Cc1nc(SCC(=O)N2CCOCC2)c2c(=O)n(C)c(=O)n(C)c2n1	-2	-2	-6	7	3	-1	0	-2	0	3
O=C(CSc1nnc(-c2ccco2)c(-c2ccco2)n1)c1ccccc1	-1	-4	-39	1	12	1	1	-4	5	-27
Cc1ccc(S(=O)(=O)CCC(=O)OCC(=O)Nc2ncc(Cl)cc2Cl)cc1	-2	-1	-12	2	-5	0	-2	-4	2	-10
COc1ccc(C(=O)NCCCc2ccccc2)cc1OC	-6	0	-30	.	-2	3	6	1	22	-27
O=c1[nH]c2ccc(Cl)cc2c(-c2ccccc2)c1CN1CCOCC1	.	8	.	29	.	.	1	6	.	21
O=C(NCCN1CCN(Cc2ccccc2)CC1)c1ccc(CS(=O)(=O)c2ccc(Br)cc2)o1	0	-3	6	-4	-3	0	-5	-2	8	-4
COC(=O)C1=C(N)Oc2cc(C)n(CCN3CCOCC3)c(=O)c2C1c1cccnc1 (centres undefined)	2	-2	8	-6	-4	-6	2	1	3	-17
CC1(C)Cc2c(C#N)c(SCCC#N)nc(N3CCOCC3)c2CS1	-10	0	16	0	0	4	2	2	-11	-9
Cc1ccc(C)c(NC(=O)Cn2cc(C(=O)C3CC3)c3ccccc32)c1	2	2	13	7	2	0	2	-3	-12	-19
CC1CCC2(CC1)NC(=O)N(CC(=O)NC1(C#N)CCCCC1)C2=O (centres undefined)	2	.	4	-6	-5	1	.	-2	-10	.
CCCCCCSc1nsc(NC(C)=O)n1	-2	1	-97	-3	20	4	1	0	36	-88
CCSc1nnc(NC(=O)CSc2nc3c(c(=O)n2-c2ccccc2)SCC3)s1	6	-1	.	-2	.	0	2	-3	.	-23
COC(C(=O)Nc1ccc(NC(=O)C(OC)c2ccccc2)cc1)c1ccccc1 (centres undefined)	5	3	1	10	-3	-1	1	-2	6	-8
CCn1c2ccccc2c2nnc(NN)nc21	7	-8	-20	19	-2	-3	-2	4	8	-28
O=C(NNC(=O)c1cc(-c2ccccc2)nn1-c1ccccc1)c1ccccc1	1	-3	-9	-3	0	-5	-3	0	1	-13
Cn1c(CSc2nc3ccccc3s2)nnc1SCC(=O)NCCN1CCOCC1	0	.	0	32	-7	3	.	-3	-15	.
O=C(NC1CC1)C(Cl)c1ccccc1 (centres undefined)	2	-5	-13	-3	-3	2	-2	-2	6	-8
Cc1cc(C)nc(NC(=O)c2cnc3sccn3c2=O)n1	3	2	-43	0	-4	0	3	-2	-5	-15
CC(=O)NNC(=O)c1cc2c3ccccc3n(C)c2s1	8	6	-43	-5	4	1	-1	-1	4	0
COc1cc([N+](=O)[O-])cc(/C=N/NC(=O)C(O)(c2ccccc2)c2ccccc2)c1O	-5	0	17	-3	-38	-1	0	-3	-40	9
O=C(Cc1cccs1)N(Cc1ccco1)C1(C(=O)NC2CCCCC2)CCCCC1	8	-5	11	1	-1	-3	-2	0	15	-16
Cc1cccc(OCCNc2nc3c(c(=O)n(C)c(=O)n3C)n2C)c1	2	-2	3	2	-3	1	4	-2	20	-17
CCCNC(=O)c1onc(CSc2ccccn2)c1C(=O)NCCC	0	.	1	3	-5	1	.	-1	12	.
N#Cc1c(N)nc2c3c(sc(=N)c2c1N)NC(=O)CC3c1ccccc1Cl (centres undefined)	-4	-12	-13	44	-5	-1	5	3	5	-14
O=C(NCC(c1ccco1)N1CCc2ccccc21)C(=O)Nc1ccccc1 (centres undefined)	3	.	6	-5	4	0	.	1	18	.
CCN1CCN(c2ccc(NC(=O)c3cccc(OCc4ccccc4)c3)cc2)CC1	-5	0	-20	-4	-2	-1	-1	0	6	-26
COc1ccc(S(=O)(=O)N2CCC(O)(c3cccnc3)CC2)cc1OC	8	-10	-9	-2	0	-4	2	-2	1	-27
CCC(C)Sc1ccc([C@H]2N[C@@](Cc3ccccc3)(C(=O)OC)[C@H]3C(=O)N(CC)C(=O)[C@@H]23)cc1 (some centres undefined)	0	.	1	-2	-3	-3	.	-1	-17	.
COc1ccccc1NC(=O)c1c[nH]c2ccccc12	3	0	-78	10	1	1	-3	2	46	-85
CC1CN(S(=O)(=O)c2ccc(C(=O)Nc3nnc(-c4ccco4)o3)cc2)CC(C)O1 (centres undefined)	-5	0	28	-5	-7	-6	-4	-3	14	2
CCCCn1c(SCC(=O)NCc2ccco2)nnc1-c1ccco1	-11	-6	19	2	-3	2	-1	1	-10	-24
COc1ccccc1NC(=O)COC(=O)C1CCN(/C=C/C(=O)C(F)(F)F)CC1	4	3	12	0	2	2	0	-1	5	-8
O=C(CSc1nccn1-c1ccc(Cl)cc1)Nc1ccc2c(c1)OCO2	.	8	.	-1	.	1	1	-6	.	6
Cc1cc2nc3c(c(C(F)(F)F)n2n1)CCCC3	2	5	17	4	2	-2	1	0	-3	-24
O=C(COc1ccc(-c2nnco2)cc1)Nc1ccc(C(F)(F)F)cc1	7	.	-6	-7	-6	0	.	0	-4	.
CSc1ccc(/C=N/NC(=O)c2sccc2C)cc1	34	-1	-89	6	41	1	1	7	62*	-88
CC1=CC2=NCC(O)CN2C=C1 (centres undefined)	-1	-3	0	-3	6	2	2	-2	9	-15
O=C(C1=NN[C@@H]2C(=O)N(c3cccc(F)c3)C(=O)[C@H]12)C(c1ccccc1)c1ccccc1	-2	2	0	0	6	2	0	0	32	2
CCC1(c2ccc(F)cc2)NC(=O)N(CC(=O)Nc2ccc(-c3nc4ccc(C)cc4s3)cc2)C1=O (centres undefined)	24	-5	-201	-1	-1	-1	-3	0	22	-183
Cc1ncc([N+](=O)[O-])n1CC(O)CCl (centres undefined)	2	-11	9	4	0	2	1	0	6	3

Gathered by group, the compounds so far with a cyano group
SMILES	Platelet DG rel	IEC-6 cytotox	aSyn 5UTR inh	DYRK1A inh	HSF1 inh	GSK3B inh	HSP90 inh	GSK3A inh	HSF1 activator	KLF5 inh
CC1(C)Cc2c(C#N)c(SCCC#N)nc(N3CCOCC3)c2CS1	-10	0	16	0	0	4	2	2	-11	-9
CC1CCC2(CC1)NC(=O)N(CC(=O)NC1(C#N)CCCCC1)C2=O (centres undefined)	2	.	4	-6	-5	1	.	-2	-10	.
N#Cc1c(N)nc2c3c(sc(=N)c2c1N)NC(=O)CC3c1ccccc1Cl (centres undefined)	-4	-12	-13	44	-5	-1	5	3	5	-14

Next results follow.
SMILES	Platelet DG rel	IEC-6 cytotox	aSyn 5UTR inh	DYRK1A inh	HSF1 inh	GSK3B inh	HSP90 inh	GSK3A inh	HSF1 activator	KLF5 inh
Cn1cnnc1SCc1ccccc1	-21	-10	26	-9	-2	4	-9	2	0	-9
Oc1ccc2ccccc2c1Br	10	6	-6	-1	8	1	-7	0	39	2
COc1ccc2nc(C)cc(N3CCOCC3)c2c1	-4	5	21	4	-3	-3	-2	3	-1	-9
Cc1c(C(=O)Nc2ccc3c(c2)OCO3)sc2nc(-c3ccccc3)cn12	-2	1	-1	4	5	-3	-3	-4	7	1
COc1ccc(C)cc1S(=O)(=O)NCC(c1ccc2c(c1)OCO2)N1CCOCC1 (centres undefined)	10	.	7	5	-3	0	.	-1	5	.
COc1ccc(-n2c(SCC(=O)Nc3ccc4c(c3)OCO4)nc3ccccc3c2=O)cc1	3	2	9	-3	-5	-5	2	0	12	-2
NNc1nc(-c2ccccc2)c2cc(Cl)ccc2n1	15	2	13	5	4	1	2	-1	3	-15
Cc1ccc(C)c(N(CC(=O)N2CCc3ccccc3C2)S(C)(=O)=O)c1	4	.	-20	1	3	-3	.	-1	2	.
CCCCC(=O)NS(=O)(=O)c1ccc(NS(C)(=O)=O)cc1	14	-4	-2	6	-9	0	-3	-3	-10	-32
Nc1cccc(-c2cnc3ccccc3n2)c1	7	0	-99	9	15	0	4	-1	31	-173
Cc1ccc(C2CC2c2n[nH]c(=S)n2-c2cccc(Cl)c2)cc1 (centres undefined)	0	-4	9	4	3	-6	-1	5	5	1
COC(=O)Cc1[nH]n(-c2nc3ccccc3s2)c(=O)c1C(C)=O	5	0	-18	-4	-27	-1	6	-6	-24	-24
Cc1ccc(CNC(=O)Nc2ccc(Cl)cc2)cc1	3	4	-99	-2	6	0	-1	-1	43	-51
CCC(=O)NC(c1ccc(C)cc1)c1ccc2cccnc2c1O (centres undefined)	-1	61*	81*	.	-32	1	3	-1	-34	73*
CC(C)(C)C(=O)Nc1cc(NC(=O)C(C)(C)C)cc(C(=O)NNC(=O)c2ccncc2)c1	1	-2	1	-4	-14	-19	-1	-1	-7	-31
CCSc1nc2ccccc2n1Cc1ccccc1F	-1	-1	3	3	11	-6	-1	-4	6	-14
CCO[C@@H]1OC(C(=O)NC2CC2)=C[C@H](C)[C@H]1CCCO	3	.	14	6	1	1	.	-2	-9	.
CC(C)(C)c1ccc(C(=O)NCc2nnc(SCC(=O)NCC3CCCO3)o2)cc1 (centres undefined)	2	4	2	.	-3	-1	1	0	6	-30
CC[n+]1ccccc1/C=C1\Sc2ccc(C)cc2N1C	-14	16	33	6	3	3	-1	2	3	-3
Cc1cc(C(F)(F)F)nc(SCCN2CCCCC2)c1C#N	1	0	10	-3	-7	-2	1	2	-4	-34
CC(=O)c1ccccc1N(C(=O)c1ccco1)C(C(=O)NC1CCCC1)c1ccc(C)cc1 (centres undefined)	-5	4	31	1	3	-5	0	-2	8	8
COc1ccc(NC(=O)Cn2ccc3c(OC)cccc3c2=O)cc1	-3	3	18	5	0	-4	-2	0	-7	-19
O=C(Nc1ccc(F)cc1F)N1CCCN(c2ccc([N+](=O)[O-])cn2)CC1	9	-2	10	-3	-3	2	4	-2	2	-19
O=[N+]([O-])c1cc(C(F)(F)F)ccc1N1CCCNCC1	-11	3	13	.	-10	-1	-3	0	8	-5
CSc1ccc(CN(C)Cc2nc3cc(C(F)(F)F)ccc3c(=O)[nH]2)cc1	7	0	-25	-6	10	1	-2	-5	5	-22
CCCCOc1ccc(N(CC(=O)NC(C)C)C(=O)CCC(=O)Nc2ccccn2)cc1	-1	-3	-10	-2	-1	1	-2	-4	-11	3
Cc1ccnc(NC(c2ccncc2)c2c(C)[nH]c3ccccc23)c1 (centres undefined)	10	3	0	5	-4	2	4	-4	-15	-22
CCCc1nc2oc3c(NCCN4CCOCC4)ncnc3c2c2c1CCCC2	-1	.	6	14	-4	-1	.	4	-3	.
CC(C)c1ccc(/C=C/C(=O)Nc2nncs2)cc1	-1	0	17	4	3	5	4	-3	41	-204
